# High-throughput results: PubChem BioAssay, Sanford-Burnham Center for Chemical Genomics
# NOD1 inhibition = NOD1 signaling inhibitors, primary screen, cell-based, luminescence, uHTS (AID 1578). NOD1-driven NF-kB luciferase reporter cells, luminescence; higher % means a stronger effect. inhibition, % at 4 µM; hits with a dose series show EC50 in µM. hit rate 1% among 290,000; in the data active = inhibition mostly above about 36%, no sharp cut-off; inactive = mostly below about 34%;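 also: HEK-293T reporter cells stimulated with the NOD1 agonist gamma-tri-DAP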
# HEK293 NOD2/NF-kB = inhibition of NOD2-driven NF-kB reporter – cell-based, luminescence, uHTS, HEK293 (AID 1566). HEK293 NOD2/NF-kB luciferase reporter, luminescence; higher % means a stronger effect. inhibition, % at 4 µM, or EC50 in µM where a hit was titrated. hit rate 0.63% among 290,000; in the data active = inhibition above about 50%; also: many of its hits are not listed in these tables
# An asterisk follows results filed as active. These rows are one share of the data; count on the stated rates, not on these rows.
SMILES,NOD1 inhibition,HEK293 NOD2/NF-kB
Cc1ccc(S(=O)(=O)N(C)c2ccc(C(=O)NCc3cccnc3)cc2)cc1,-13.6%,-3.7%
Cc1cccc(-n2ccc(=O)c(C(=O)Nc3ccc(S(=O)(=O)Nc4nccc(C)n4)cc3)n2)c1,-8.6%,-2.0%
O=S(=O)(NC1CCCCCCC1)c1ccccc1,-6.4%,4.5%
O=C(O)/C=C/c1ccc(S(=O)(=O)Nc2cccnc2)cc1,-34.3%,-1.4%
Cc1cccc(-n2nc3c(c2NC(=O)C(C)C)CSC3)c1,-11.8%,19.1%
CC(C)(C)c1ccc(C(=O)COC(=O)CN2C(=O)NC3(CCCC3)C2=O)cc1,-12.2%,3.9%
O=C(Nc1cc(Cl)c(Cl)cc1Cl)c1cccnc1,-21.5%,-4.4%
COc1ccc(C(=O)C2CCCN(C(=O)c3csc(C(C)=O)c3)C2)c(C)c1 (centres undefined),-7.4%,27.7%
O=C(NC(=S)Nc1ccccc1)c1cccs1,-66.4%,-78.8%
O=C(c1ccccc1Br)N1CCN(Cc2ccc3c(c2)OCO3)CC1,-16.5%,7.3%
COc1ccc(NC(=O)CS(=O)c2cccc(Cl)c2)cc1 (centres undefined),-32.7%,9.0%
COc1cccc(-c2c(C(=O)N/N=C(\C)c3ccco3)nnn2-c2nonc2N)c1,-13.4%,19.4%
CCCC(=O)NC1CCCc2c1cnn2-c1ccc(C)c(C)c1 (centres undefined),-36.7%,9.2%
COc1cc(NC(=O)c2cccc(NC3=NC4CS(=O)(=O)CC4S3)c2)cc(OC)c1OC (centres undefined),16.2%,24.5%
CC1CCCN(C(=O)CN(C)S(=O)(=O)c2ccc3c(c2)c(=O)n(C)c(=O)n3C)C1 (centres undefined),-24.9%,42.5%

# An excerpt of these results, with values ahead of the structure:
NOD1 inhibition	HEK293 NOD2/NF-kB	SMILES
-13.6%	-3.7%	Cc1ccc(S(=O)(=O)N(C)c2ccc(C(=O)NCc3cccnc3)cc2)cc1
-8.6%	-2.0%	Cc1cccc(-n2ccc(=O)c(C(=O)Nc3ccc(S(=O)(=O)Nc4nccc(C)n4)cc3)n2)c1
-6.4%	4.5%	O=S(=O)(NC1CCCCCCC1)c1ccccc1
-34.3%	-1.4%	O=C(O)/C=C/c1ccc(S(=O)(=O)Nc2cccnc2)cc1
-11.8%	19.1%	Cc1cccc(-n2nc3c(c2NC(=O)C(C)C)CSC3)c1
-12.2%	3.9%	CC(C)(C)c1ccc(C(=O)COC(=O)CN2C(=O)NC3(CCCC3)C2=O)cc1
-21.5%	-4.4%	O=C(Nc1cc(Cl)c(Cl)cc1Cl)c1cccnc1

# (list continues)
SMILES,NOD1 inhibition,HEK293 NOD2/NF-kB
CCn1c(SCC(=O)NC2CCCC2)nnc1-c1ccccn1,-23.0%,3.8%
CN1CCN(NC(=O)NC2CCCCC2)CC1,-12.8%,1.0%
Cc1n[nH]c(=O)c2c1nnn2Cc1ccccc1Cl,-2.9%,5.0%
COc1ccc(N2CCN(CC(O)COc3ccc(C)cc3C)CC2)cc1 (centres undefined),-6.8%,16.5%
COc1ccc(NC(=O)C2CCCN2S(=O)(=O)c2cccc3nsnc23)c(OC)c1 (centres undefined),-3.7%,-4.9%
COc1ccc(N2CCN(C(=O)c3ccc(-c4ccccc4)cc3)CC2)cc1,-5.9%,-1.8%
CC(C)N(C)Cc1nnnn1CC(=O)NCc1cc(F)cc(C(F)(F)F)c1,6.7%,13.4%
COCCN(CCOC)C(=O)c1ccc(NS(=O)(=O)c2ccc3[nH]c(=O)[nH]c3c2)cc1,-26.7%,-6.0%
COc1ccc(NC(=O)CNC(=O)N2CC(=O)Nc3ccccc32)cc1OC,-15.4%,10.4%
CCN(Cc1ccccc1)C(=S)NC(=O)c1ccccc1Br,3.7%,3.1%
Cc1ccn2cc(-c3cccc(S(=O)(=O)N4CCCCC4)c3)nc2c1,-12.7%,21.9%
COc1ccc(OCc2nnc(SCC(=O)N3CCCCC3)o2)cc1,-13.0%,14.0%
O=C(CCCc1ccccc1)Nc1cccc([N+](=O)[O-])c1,-51.2%,-31.2%
CCn1ccnc1CN1CCC(n2nccc2NC(=O)CCc2ccccc2)CC1,-33.9%,2.4%
COc1cc2nc(CC(C)C)n(NC(=O)c3ccccc3Br)c(=O)c2cc1OC,-11.4%,5.2%
C=C(C)COc1ccc(-c2ncncc2-c2ccc(Cl)cc2)c(O)c1,2.1%,-10.0%
Cc1nn(C)c(C)c1CCC(=O)N1CCCC(C(=O)c2cccc(OC(C)C)c2)C1 (centres undefined),-12.6%,14.2%
O=C(O)C(=O)Nc1nc(-c2ccc3c(c2)OCCO3)cs1,-37.9%,-21.3%
CCOc1ccccc1NC(=O)c1csc(C)c1C,-13.2%,14.4%
COc1ccc(C)cc1NC(=O)C1CCN(S(=O)(=O)c2c(C)noc2C)CC1,-58.7%,-17.6%
Cn1c(=O)[nH]c(=O)c2c1[nH]c(=S)n2Cc1ccccc1,4.0%,8.5%
COc1ccc(CC(=O)NCC2CCCN(Cc3ccc(F)cc3F)C2)cc1 (centres undefined),-21.8%,-5.2%
O=[N+]([O-])c1ccccc1OCCNCc1ccccc1,-35.3%,-4.1%
COc1ccc(C2=NN(C(=O)CCC(=O)O)C(c3ccc(OC)c(OC)c3)C2)cc1 (centres undefined),-17.0%,-2.0%
CC1CCN(Cc2c(C(=O)N/N=C/c3ccc(OC(C)C)cc3)nnn2-c2nonc2N)CC1,-10.1%,-33.7%
Cn1nc(C(=O)N2CCN(c3ccccc3F)CC2)c2c1-c1ccccc1S(=O)(=O)C2,7.4%,8.4%
NC(c1ccccc1)c1cccnc1 (centres undefined),-3.7%,0.2%
COc1cccc(CCc2nnc(N)s2)c1,5.3%,4.5%
Cc1onc(-c2ccccc2)c1C(=O)N(Cc1ccccc1)C(C)C,-3.6%,2.8%
O=[N+]([O-])c1cc([N+](=O)[O-])c(Oc2cc(F)ccc2F)cc1NN1CCCCC1,-9.5%,-1.0%

# Record cards (already shown):
# Cn1c(=O)[nH]c(=O)c2c1[nH]c(=S)n2Cc1ccccc1 across the screens: NOD1 inhibition = 4.0%; HEK293 NOD2/NF-kB = 8.5%
# NC(c1ccccc1)c1cccnc1 (centres undefined) across the screens: NOD1 inhibition = -3.7%; HEK293 NOD2/NF-kB = 0.2%
# CC1CCN(Cc2c(C(=O)N/N=C/c3ccc(OC(C)C)cc3)nnn2-c2nonc2N)CC1 across the screens: NOD1 inhibition = -10.1%; HEK293 NOD2/NF-kB = -33.7%

# Remaining list, next part
SMILES,NOD1 inhibition,HEK293 NOD2/NF-kB
O=C(Nc1ccc([N+](=O)[O-])cc1)c1cc(Cl)sc1Cl,-10.1%,10.5%
C=CCSc1ccccc1C(=O)Nc1ncn[nH]1,-13.7%,12.2%
CCCCS(=O)(=O)N1CCCC(C(=O)NCCc2ccccc2)C1 (centres undefined),-20.9%,16.8%
Cc1ccccc1OCC(=O)Nc1cnn(CCCC(=O)O)c1,-34.0%,-3.8%
Cc1csc(NC(=O)c2ccc(=O)[nH]c2)n1,-4.6%,4.7%
OCC(O)/C=N/Nc1nc(Nc2ccccc2)nc(Nc2ccccc2)n1 (centres undefined),-4.5%,-13.7%
COC(=O)c1c(NC(=O)c2ccccc2F)sc(C(=O)N2CCOCC2)c1C,-15.0%,31.9%
O=S(=O)(Nc1cccc(Cl)c1)c1ccc(-n2cccn2)cc1,-13.3%,1.1%
COC(=O)CNc1nc(Cl)nc(NC2CCCCC2)n1,-43.2%,-8.8%
NS(=O)(=O)OCC1CCCCC1,-15.2%,1.1%
CCOC(=O)C1CCN(c2cc3c(cc2NC(=O)c2ccccc2F)n(C)c(=O)n3C)CC1,-8.9%,29.7%
Cc1c(OCC(=O)NCc2cccnc2)ccc2c3c(c(=O)oc12)CCC3,-1.4%,-3.1%
COc1ccc(OCc2nnc(SCC(=O)Nc3nnc(C4CC4)s3)n2C)cc1,-20.0%,1.8%
COc1ccc(NC(=O)Nc2ccon2)cc1OC,-21.5%,2.7%
COc1ccc(CCNC(=O)Cc2ccsc2)cc1,-23.2%,4.7%
O=C(N/N=C/c1cccc2ccccc12)c1ccncc1,47.1%,7.5%
COC(=O)C(Cc1c[nH]c2ccccc12)NC(=O)c1ccccc1Br (centres undefined),-13.7%,-1.8%
CC1C(=O)N2CCCc3cc(NC(=O)CC(C)(C)C)cc1c32 (centres undefined),5.6%,-33.3%
O=C(C1CCCN(S(=O)(=O)c2ccccc2)C1)N1CCN(c2ccc(F)cc2)CC1 (centres undefined),10.2%,22.8%
O=S(=O)(/N=C(/c1ccccc1)N1CCOCC1)c1ccc(F)cc1,13.8%,5.6%
CN(CC(=O)Nc1ccccc1Cl)C(=O)COC(=O)/C=C/c1ccc(C(F)(F)F)cc1,-17.9%,8.6%
Cc1ccc(Cc2nc3ccccc3[nH]2)cc1,-3.6%,7.8%
Cc1cccc(COC(=O)Nc2ccc(NC(=O)c3ccccc3Cl)cc2)c1,-3.4%,9.6%
Cc1cc(OCC(=O)NCCc2ccc(S(N)(=O)=O)cc2)c2c(C)cc(=O)oc2c1,-6.5%,16.9%
Cc1cc2[nH]c(=O)cc(-c3ccccc3)n2n1,-7.0%,-29.2%
CCCNC(=O)NC(=O)CSc1nnc(-c2c[nH]c3ccccc23)o1,-8.3%,16.0%
CCOc1ccc(/C=N/NC(=O)c2cc3c(OC)cc(OC)cc3[nH]2)cc1OC,-3.5%,18.1%
COc1ccc(S(=O)(=O)N2CC=C(C(=O)NC3CCCC3)CC2)cc1,-27.7%,2.1%
O=C(NC1CCCC1)C(c1ccc(F)cc1)N(Cc1ccccc1)C(=O)c1csnn1 (centres undefined),-12.3%,-13.9%
O=C(Nc1cccs1)Nc1cccnc1Cl,22.1%,-35.4%
CCN1CCN(CCc2nc3cc(NC(=O)COc4ccccc4)ccc3n2C)CC1,-38.1%,11.7%
CCCNC(=O)c1nn2c(C(F)(F)F)cc(-c3ccccc3)nc2c1Cl,-7.5%,34.8%
CC(C)N(Cc1nccn1C)C(=O)c1cc(COc2ccc(F)cc2Cl)on1,-22.3%,2.5%
COc1ccc(-n2ncc(C(C)NS(=O)(=O)c3ccc(C)s3)c2C)cc1 (centres undefined),2.9%,11.9%
Cc1ccc(S(C)(=O)=O)cc1C(=O)NC(C)C1CC2CCC1C2 (centres undefined),-16.0%,10.1%
Cc1ccc(NC(=O)Cn2cnc([N+](=O)[O-])c2)cc1C,-3.6%,13.7%
CC(C)(O)CC[C@@H](O)[C@](C)(O)[C@H]1CC[C@@]2(O)C3=CC(=O)[C@@H]4C[C@@H](O)[C@@H](O)C[C@]4(C)[C@H]3CC[C@]12C,-4.4%,-9.3%
Cc1ccn2c(=O)c(C(=O)NCCC3=CCCCC3)c(O)nc2c1,-1.7%,-13.6%
Nc1ccccc1C(=O)NCCCN1CCOCC1,-0.3%,0.2%
COC(=O)c1cc(S(=O)(=O)N2CCN(c3cc(C)ccc3C)CC2)c[nH]1,12.4%,7.4%
Cc1cnc(C(=O)Oc2ccc(-c3ccccc3)cc2)cn1,-18.8%,-2.8%
Oc1cccc(/C=N/N2CCCCC2)c1O,-1.0%,12.3%
Cc1c(NC(=O)Nc2ccc(C#N)cc2)c(=O)n(-c2ccccc2)n1C,-1.8%,8.1%
COc1ccc(OCC(=O)Nc2ccc3c(c2)nc(CCn2ccccc2=O)n3C)cc1,-18.2%,5.0%
COCCN(Cc1ccc(C)c(Br)c1)C(=O)Cn1cnc(S(=O)(=O)N2CCCC2)c1,9.7%,10.5%
CC(C)[C@H](NC(=O)[C@@H]1Cc2ccccc2CN1)C(=O)Nc1ccc2c(c1)OCCO2,-28.4%,-1.5%
Cc1cccc(C)c1NC(=O)C1CCCN1S(=O)(=O)c1ccc(-c2ccc(=O)[nH]n2)s1 (centres undefined),-17.3%,4.0%
Cc1c(C)n(CCc2ccccc2)c2ncnc(NCCCO)c12,-14.0%,-53.0%
O=C(Nc1ccccc1N1CCCC1)c1ccc([N+](=O)[O-])o1,-12.9%,26.9%
O=C(Nc1cc(Cl)ccc1O)C1CC(c2ccccc2Cl)=NO1 (centres undefined),-23.5%,4.1%
CCOC(=O)Cn1c(=O)oc2cc(S(=O)(=O)NC3CCCCC3)ccc21,-10.5%,6.6%
COc1cccc(C2/C(=C(/O)c3ccc4c(c3)CC(C)O4)C(=O)C(=O)N2CCCn2ccnc2)c1 (centres undefined),-6.3%,16.5%
Cc1ccc(NC(=O)c2cc(S(=O)(=O)N3CCCCC3)c[nH]2)cc1C,-10.1%,17.4%
OCCOc1ccc(CN2CCCC(N3CCN(c4ccc(F)cc4)CC3)C2)cc1 (centres undefined),-21.1%,-6.0%
CO/N=C(/CN1CCCCC1)c1ccc(Cl)cc1,-13.8%,-4.9%
O=C1c2ccc(Br)cc2C(=O)N1c1ccc(Cl)cn1,8.5%,7.5%
COc1ccc(S(=O)(=O)N2CCC(C(=O)N[C@H](C(=O)N3CCCC3)C(C)C)CC2)cc1,-3.2%,2.3%
COc1ccc(C(=O)Nc2c3c(nn2C(C)(C)C)CS(=O)(=O)C3)cc1OC,4.9%,3.8%
Oc1ccc2ccccc2c1CNc1ccc(Br)cc1,3.6%,15.4%
CS(=O)(=O)N(CC(=O)N1CCc2ccccc2C1)Cc1ccc(F)cc1,-16.1%,9.7%

# (listing goes on)
SMILES,NOD1 inhibition,HEK293 NOD2/NF-kB
COc1cc(CNC2CCCCCCC2)cc(Cl)c1OC,-9.2%,-25.4%
Cc1nc2ccc([N+](=O)[O-])cc2c(=O)n1Cc1ccc(Cl)cc1,1.0%,-70.8%
CC(C)[C@H](NC(=O)N1c2ccccc2NC(=O)[C@@H]1C(C)C)C(=O)N[C@H](C(=O)O)c1ccccc1,22.8%,-13.7%
CC(CCc1ccccc1)NC(=O)CN(C)Cc1ccc(F)cc1 (centres undefined),0.3%,-0.6%
CC1CCC(NC(=O)Cn2c(=O)oc3ccccc32)CC1 (centres undefined),-25.5%,-7.8%
